# S1P4 agonist: S1P4 receptor agonists, primary screen, cell-based. 220,000 compounds, 0.35% hits. Sphingosine 1-phosphate receptor 4 (Homo sapiens), O95977. AID 1509, 2009. activation, % at 4.98 µM. S1P4-expressing cell line, agonist reporter assay; in the data active = activation above about 11%;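 note: 0% = DMSO vehicle and 100% = reference agonist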
# TRPML3 ag: human TRPML3 channel agonists, primary screen, cell-based, HEK293 TRPML3-YFP, Fluo-8 calcium fluorescence, 3 µM; Mucolipin-3 (Homo sapiens), Q8TDD5; 100% = the carbachol control signal; activation, % at 3 µM; 220,000 compounds, 0.29% hits; AID 1448, 2008;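 active = activation above its plate's cutoff, the mean activation of the plate's test wells plus 3 SD, cut at about 12% in these data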;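 note: 0% = DMSO only wells and 100% = carbachol wells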
#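 Material: TRPML3-YFP stable HEK293 cells | Dosing: One concentration, 3 µM nominal, 0.3% DMSO | Timing: 125 s total fluorescence read per well | Technique: Fluo-8 calcium dye fluorescence, ex 470-495, em 515-575 nm | Measure: Percent activation from peak-to-basal fluorescence ratio, scaled between DMSO and carbachol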
# NPY1 pot ag: NPY-Y1 receptor potentiators or agonists, primary screen, cell-based | Neuropeptide Y receptor type 1 (Homo sapiens), P25929 | NPY-Y1 expressing cells, potentiator/agonist activation | activation, % at 3.6 µM | 220,000 compounds, 0.37% hits | AID 1304, 2008; in the data active = activation above about 33%, passing the limit was not always enough;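 note: cells stimulated with NPY at EC10 then isoproterenol at EC100; 0% = low agonist plus stimulus and 100% = saturating agonist plus stimulus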
# Target sequence (P25929 whole entry, looked up): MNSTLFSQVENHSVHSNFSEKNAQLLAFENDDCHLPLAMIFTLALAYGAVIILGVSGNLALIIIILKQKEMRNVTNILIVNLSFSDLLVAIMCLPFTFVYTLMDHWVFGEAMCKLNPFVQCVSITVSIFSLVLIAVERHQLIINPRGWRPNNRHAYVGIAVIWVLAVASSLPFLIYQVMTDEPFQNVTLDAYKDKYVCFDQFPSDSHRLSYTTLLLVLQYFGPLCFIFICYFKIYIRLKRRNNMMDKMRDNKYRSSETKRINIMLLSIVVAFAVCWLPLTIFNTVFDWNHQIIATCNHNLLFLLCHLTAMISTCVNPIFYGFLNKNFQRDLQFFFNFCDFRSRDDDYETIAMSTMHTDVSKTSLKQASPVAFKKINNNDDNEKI
# S1P4 antagonist: S1P4 receptor antagonists, primary screen, cell-based; Sphingosine 1-phosphate receptor 4 (Homo sapiens), O95977; S1P4-expressing cells, antagonist mode, reporter read-out; inhibition, % at 4.98 µM; 220,000 compounds, 0.26% hits; AID 1510, 2009; in the data active = inhibition above about 29%;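 note: 0% = wells stimulated with agonist and 100% = vehicle wells without agonist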
# NPY-Y1 antag: NPY-Y1 receptor antagonists, primary screen, cell-based. AID 1040, 2008. inhibition, % at 3.6 µM. Neuropeptide Y receptor type 1 (Homo sapiens), P25929. HEK293-CNG Y1 cells, membrane potential fluorescence; NPY at EC95, then isoproterenol. 200,000 compounds, 1% hits;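 active = inhibition above the campaign mean inhibition of all tested compounds plus 3 SD, cut at about 20% in these data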;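 note: 0% = DMSO wells given NPY plus isoproterenol and 100% = isoproterenol alone without NPY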
#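 Material: HEK293 cells co-expressing NPY Y1 receptor and cyclic-nucleotide gated channel. Timing: compound incubation 1 h at room temperature, readout 45 min post-stimulation. Signal: fluorescence, membrane potential probe.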
# TRPN1 ag: zebrafish TRPN1 channel agonists, primary screen, cell-based, HEK293, calcium fluorescence; transient receptor potential cation channel N1 (TRPN1/NompC), Danio rerio; HEK293 zebrafish TRPN1-YFP, Fluo-8 calcium fluorescence; 100% = response to 87 µM carbachol; activation, % at 3 µM; 220,000 compounds, 0.18% hits; AID 1424, 2008;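 active = activation above its plate's cutoff, the mean activation of test wells on that plate plus 3 SD, cut at about 19% in these data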;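 note: 0% = DMSO alone and 100% = 87 µM carbachol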
#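 Control set: carbachol 87 µM as high control, DMSO as low control; system: HEK293 stable line with zebrafish TRPN1-YFP; read-out: % activation versus carbachol response; detection: intracellular calcium fluorescence with Fluo-8; doses: single test compound dose, 3 µM nominal, 0.3% DMSO; schedule: dye 1 h 37 °C plus 30 min RT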
# CHOP inh: inhibitors of CHOP promoter induction, primary screen, cell-based, unfolded protein response, luciferase reporter; 220,000 compounds, 3.8% hits; AID 2732, 2010; inhibition, % at 10 µM; CHO-K1 CHOP-promoter luciferase, tunicamycin-induced, 15-18 h;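 active = compounds that reduced the stress-induced luciferase reporter signal by more than about 70% of percent inhibition, limit read from the data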;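 note: 0% = tunicamycin plus vehicle and 100% = wells without tunicamycin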
# NPY2 pot ag: NPY-Y2 potentiators or agonists, primary screen, cell-based; Neuropeptide Y receptor type 2 (Homo sapiens), P49146; cells expressing NPY-Y2, potentiator/agonist read-out; activation, % at 3.6 µM; 220,000 compounds, 0.45% hits; AID 1359, 2008; in the data active = activation above about 27%;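 note: cells stimulated with NPY near EC25 plus isoproterenol at EC100; 0% = vehicle plus submaximal agonist and 100% = vehicle plus saturating agonist; some results beyond the cut were filed as inactive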
# EP2 modulator: EP2 receptor modulators, cAMP readout, primary screen, cell-based, HTRF cAMP, PGE2 stimulation; induction, % at 25 µM; EP2-expressing cells, cAMP HTRF FRET, PGE2 co-stimulation; 260,000 compounds, 0.83% hits;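 active = compounds whose cAMP rise, as percent of the full-agonist control response, exceeds 60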;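 note: rat C6 glioma line stably carrying human EP2 under a CMV promoter; the protocol text gives 20 µM as final concentration; 100% = response of wells given 1 µM PGE2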
# Target sequence (P43116 whole entry, looked up): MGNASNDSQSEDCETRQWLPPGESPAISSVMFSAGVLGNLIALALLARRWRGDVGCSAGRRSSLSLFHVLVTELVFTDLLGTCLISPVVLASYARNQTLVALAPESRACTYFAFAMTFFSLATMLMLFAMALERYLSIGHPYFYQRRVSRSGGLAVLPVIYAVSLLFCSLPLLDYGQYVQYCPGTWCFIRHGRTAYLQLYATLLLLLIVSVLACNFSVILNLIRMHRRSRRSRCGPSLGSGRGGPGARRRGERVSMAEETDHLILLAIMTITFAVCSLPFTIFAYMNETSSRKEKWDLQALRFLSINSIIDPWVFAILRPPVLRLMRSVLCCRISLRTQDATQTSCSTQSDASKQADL
# Starred values were filed as active, the others as inactive; x = no result given.
Molecule	S1P4 agonist	TRPML3 ag	NPY1 pot ag	S1P4 antagonist	NPY-Y1 antag	TRPN1 ag	CHOP inh	NPY2 pot ag	EP2 modulator
NC(=O)C1CCN(C(=O)CNC(=O)c2ccccc2)CC1	0.8	0.6	9	-7	-1	-0.2	9	-3	43
COc1ccc(N2C(=O)/C(=C/c3ccc([N+](=O)[O-])cc3)N=C2C)c(OC)c1	-0.9	1.3	-10	2	-2	1.9	7	4	-38
O=C(Cn1c(=O)oc2ccccc21)NC(=O)NCc1ccco1	1.1	0.9	10	-9	-6	3.3	24	-9	4
CCN1C(=O)CS/C1=N\c1nccs1	2.0	0.6	-2	-18	-6	-0.8	29	7	1
Cc1c([N+](=O)[O-])c(C(=O)Nc2ccc3c(c2)OCCO3)nn1C	-2.2	1.0	1	-12	9	0.6	1	0	-8
Cc1cccc(Cn2c(Sc3nc(C)cs3)nc3c2c(=O)[nH]c(=O)n3C)c1	2.2	-0.5	-9	-3	4	0.2	32	7	35
O=[N+]([O-])c1ccc(Sc2nc3ccccc3o2)c([N+](=O)[O-])c1	-1.5	0.1	-21	11	8	0.0	109*	-13	-46
NNc1nc(Nc2ccccc2)nc(Nc2ccccc2)n1	-1.7	0.1	1	0	-3	1.1	3	-6	-63
Cc1ccc(Oc2nc(-c3ccccn3)nc3ccccc23)cc1	-0.1	-0.2	-83	-8	x	-1.0	-40	-52	35
COc1cccc(OC)c1C(=O)Nc1c(C)n(C)n(-c2ccccc2)c1=O	-0.5	0.8	-5	-13	20	-0.9	-7	-1	5
CCC(CC)C(=O)Nc1cc(NC(=O)C(CC)CC)cc(C(=O)O)c1	0.3	0.1	-2	-2	4	-0.6	-10	15	17
COc1cc(/C=N/n2cnnc2)ccc1OC(=O)c1ccco1	0.4	0.4	13	-11	0	-0.1	-1	-11	16
CCn1ncc(CN2CCN(Cc3cccc(OC)c3)C(CCO)C2)c1C (configuration not stated)	-0.8	0.7	-6	0	6	-0.1	20	-14	-5
COc1ccc(S(=O)(=O)c2nnn(-c3cccc(OC)c3)c2N)cc1	0.0	1.5	-3	-5	1	5.7	6	-11	-84
C=CCNC(=O)C(C#N)c1nc2ccccc2nc1N1CCCCCC1 (configuration not stated)	1.5	0.5	-4	9	-4	1.8	29	-11	41
CCC1CCCCN1C(=O)CSc1nc(N)c(NC(=O)c2ccco2)c(=O)[nH]1 (configuration not stated)	1.2	0.5	12	-20	7	0.7	9	-1	7
CCCCn1ccnc1C(=O)c1ccc(S(=O)(=O)N(CCOC)CCOC)cc1	-1.6	0.4	-37	12	1	0.8	5	-19	8
O=C(c1cc([N+](=O)[O-])ccc1Cl)N1CCN(c2ccccn2)CC1	-1.4	0.6	-19	0	3	-0.9	-6	6	2
CCCCNC(=O)c1cc2nc3c(c(C(F)(F)F)n2n1)CCc1ccccc1-3	0.5	0.6	-11	-15	-4	0.3	29	13	42
Cc1cc(N=Cc2c(O)n(-c3ccc4c(c3)OCO4)c(=O)c3ccccc23)ccn1	0.6	0.6	-8	-7	-6	1.0	94*	17	-6

# Records above that bear a hit mark in CHOP inh:
SMILES	S1P4 agonist	TRPML3 ag	NPY1 pot ag	S1P4 antagonist	NPY-Y1 antag	CHOP inh	NPY2 pot ag	EP2 modulator
O=[N+]([O-])c1ccc(Sc2nc3ccccc3o2)c([N+](=O)[O-])c1	-1.5	0.1	-21	11	8	109*	-13	-46
Cc1cc(N=Cc2c(O)n(-c3ccc4c(c3)OCO4)c(=O)c3ccccc23)ccn1	0.6	0.6	-8	-7	-6	94*	17	-6

# Some of these compounds in order of their number in S1P4 antagonist, descending.
canonical_smiles,S1P4 antagonist
CCC(CC)C(=O)Nc1cc(NC(=O)C(CC)CC)cc(C(=O)O)c1,-2
Cc1cccc(Cn2c(Sc3nc(C)cs3)nc3c2c(=O)[nH]c(=O)n3C)c1,-3
CCCCNC(=O)c1cc2nc3c(c(C(F)(F)F)n2n1)CCc1ccccc1-3,-15

# An excerpt of the results above, as a working copy:
Molecule	S1P4 agonist	TRPML3 ag	NPY1 pot ag	S1P4 antagonist	NPY-Y1 antag	TRPN1 ag	CHOP inh	NPY2 pot ag	EP2 modulator
CCC1CCCCN1C(=O)CSc1nc(N)c(NC(=O)c2ccco2)c(=O)[nH]1 (configuration not stated)	1.2	0.5	12	-20	7	0.7	9	-1	7
CCCCn1ccnc1C(=O)c1ccc(S(=O)(=O)N(CCOC)CCOC)cc1	-1.6	0.4	-37	12	1	0.8	5	-19	8

# (further entries)
Molecule	S1P4 agonist	TRPML3 ag	NPY1 pot ag	S1P4 antagonist	NPY-Y1 antag	TRPN1 ag	CHOP inh	NPY2 pot ag	EP2 modulator
O=C(c1ccc(N2CCCC2=O)cc1)N1CCN(c2ccccc2)CC1	2.3	0.5	-5	0	-4	0.6	15	-7	17
Cc1cc(NC(=O)/C=C\C(=O)O)c([N+](=O)[O-])cc1C	-1.9	0.2	0	11	x	0.3	-8	-11	6
O=c1oc(Nc2ccc(F)cc2)nc2ccccc12	2.2	0.5	6	-19	4	0.7	39	2	-13
CCCn1c(C(=O)OC)cc2c1ccn2-c1ccc(F)cc1	0.4	0.3	-18	-3	55*	-0.6	71*	-16	34
COc1ccc(S(=O)(=O)N2CCN(Cc3ccc(Cl)cc3)CC2)cc1	2.6	1.5	-3	-28	-2	-1.5	42	-2	-30
NS(=O)(=O)c1cc(C(=O)OCC(=O)Nc2ccc(Cl)cc2[N+](=O)[O-])ccc1Cl	0.4	0.1	8	-22	-2	0.1	11	19	-28
COc1ccc2[nH]c(=O)c(CNc3cccc(C)c3)cc2c1	1.9	0.1	6	-1	9	1.3	73*	-11	-6
COc1cccc(NC(=O)CN(C)CC(=O)Nc2ccccc2-c2ccccc2)c1	0.6	-0.5	5	-21	1	-1.1	19	-4	27
Cc1cccc(C)c1NC(=O)NCCCN1CCN(c2ccccc2)CC1	-2.4	0.7	-25	10	2	-0.9	7	-14	0
CC(=O)N(CN1C(=O)c2ccccc2C1=O)c1cccc(C)c1	1.0	-0.1	19	-6	-5	0.8	15	8	5
CCc1nnc(NC(=O)c2ccc(N(C)S(=O)(=O)c3ccccc3)cc2)s1	-0.4	0.9	10	5	0	-0.9	41	10	2
CCCn1c(CCC(=O)Nc2ccccc2Cc2ccccc2)nc2cc(S(=O)(=O)N3CCOCC3)ccc21	-3.2	-0.8	10	3	7	-1.2	29	-14	1
O=C(Nc1nc(-c2cccc([N+](=O)[O-])c2)cs1)C(c1ccccc1)c1ccccc1	0.9	0.0	-11	-15	-1	0.2	28	-3	16
O=C(COC(=O)c1cncc(Br)c1)NCCC1=CCCCC1	0.3	0.8	-1	-7	6	-0.3	-21	1	-22
Cc1nn(-c2ccccc2)c(=S)c2ccccc12	0.0	-0.1	-27	-6	2	-2.0	-14	2	13
CCOc1cccc(C(=O)NC(=S)Nc2ccc3c(c2)OCCO3)c1	-0.4	-0.4	-44	-8	11	-1.1	39	-35	-35
COC1=C/C(=C/c2c(N)n3cc(C)sc3nc2=O)C=CC1=O	1.5	1.1	-2	-9	8	1.5	56	6	-40
CCOc1ccc(N2C(=O)CC(n3ccc(C)n3)C2=O)cc1 (configuration not stated)	-2.2	0.5	1	-1	-3	0.3	4	7	25
COc1cccc(CNC(=O)C2CCCN(S(=O)(=O)c3c(C)n[nH]c3C)C2)c1 (configuration not stated)	0.3	-0.3	-10	9	-3	-0.4	-18	-10	-4
CCC/C(=C1/C(=O)CC(C)(C)C(C(=O)OC)C1=O)N1CCCC1 (configuration not stated)	0.9	0.5	-2	-19	4	0.4	8	-5	0

Molecule	S1P4 agonist	TRPML3 ag	NPY1 pot ag	S1P4 antagonist	NPY-Y1 antag	TRPN1 ag	CHOP inh	NPY2 pot ag	EP2 modulator
CN(CCC1CCOCC1)Cc1nc(Cc2ccccc2F)no1	-0.5	0.0	3	-10	2	-0.8	5	-6	-37
O=C(OCc1nc2ccccc2s1)C1CCN(C2=NS(=O)(=O)c3ccccc32)CC1	-1.4	4.7	10	-12	-5	8.4	8	6	-32
CC1CCCC(NC(=O)CCn2c(=O)oc3ccccc32)C1C (configuration not stated)	2.2	0.6	8	-23	0	0.6	25	-10	6
Oc1ccc2ccccc2c1C=Nc1ccccc1	2.7	0.4	19	0	x	-0.1	0	7	-65
O=C(/C=C/c1cn(-c2ccccc2)nc1-c1cccnc1)N1CCCC1	0.9	-0.7	20	-12	-2	-1.9	-26	28*	-7
Cc1cc(=O)[nH]c(N/N=C/c2c(C)nn(-c3ccccc3)c2C)n1	0.8	1.2	0	-12	-1	1.1	6	-10	-12

# High-throughput results as filed in PubChem BioAssay.
